P. falciparum M17LAP: P. falciparum M17LAP inhibitors, primary screen, biochemical, fluorogenic H-Leu-NHMec substrate, 1536-well (AID 1619) | actives 0.38% (n = 220,000) | Leucine aminopeptidase (Plasmodium falciparum (isolate 3D7)) | one-dose inhibition, % at 30 µM; IC50 in µM for titrated hits | recombinant M17LAP, H-Leu-NHMec fluorogenic kinetic assay; higher % means a stronger effect;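 active = compound inhibiting the enzyme by more than half at any dose during confirmatory dose-response retesting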;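 note: plate controls were full reaction with DMSO carrier for no effect and no enzyme background for full effect; strong numbers were not always called active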
NOD2 inhibition: NOD2 signaling inhibitors, cell-based, luminescence, uHTS, HEK293 (AID 1566) | actives 0.63% (n = 290,000) | inhibition, % at 4 µM, or EC50 in µM where a hit was titrated | HEK293 NOD2/NF-kB luciferase reporter, luminescence; higher % means a stronger effect; in the data active = inhibition above about 50%; note: many of its hits are not listed in these tables
Autophagy HCS: autophagy modulators in MEF cells, primary screen, imaging, high-content, MEF GFP-LC3; MEF GFP-LC3 puncta imaging; test concentration mostly 10 µM; calls only at 10 µM (by protocol); actives 0.98% (n = 190,000);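 active = percentage of spot-positive cells more than 3 SD above its plate mean, without a fluorescence outlier flag or 80% toxicity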;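 note: spot-positive cell cutoff set from DMSO-treated cells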
bCat nuc transl: modulators of beta-catenin nuclear translocation, primary screen, imaging, HeLa cells, immunofluorescence, high-content; nuclear translocation activity, % at 5 µM; actives 0.3% (n = 190,000);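 active = nuclear translocation activity above 50% at 5 µM, with a well cell count of 50 or more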;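 note: per-cell ratio of nuclear to cytoplasmic median beta-catenin stain intensity; plate controls were DMSO negative control for no effect and GSK-3 inhibitor IX positive control for full effect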
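Test system: HeLa cells, endogenous beta-catenin; Compound: single 5 µM dose plus 0.02–20 µM confirmation series; Times: compound exposure 24 h at 37°C; Signal: fluorescence imaging of beta-catenin antibody stain plus DAPI; Read-out: % activation, nuclear-to-cytoplasmic median beta-catenin signal ratio per cell.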
NOD1 inhibition: NOD1 signaling inhibitors, primary screen, cell-based, luminescence, uHTS (AID 1578); NOD1-driven NF-kB luciferase reporter cells, luminescence; higher % means a stronger effect; inhibition, % at 4 µM; hits with a dose series show EC50 in µM; actives 1% (n = 290,000); in the data active = inhibition mostly above about 36%, no sharp cut-off; inactive = mostly below about 34%;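 note: HEK-293T reporter cells stimulated with the NOD1 agonist gamma-tri-DAP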
MT stabilizer: microtubule stabilizers in HeLa cells, primary screen, imaging, high-content imaging | HeLa tubulin immunostaining HCS, 24 h; share of cells brighter than vehicle mean+2SD | % tubulin-high responders, % at 10 µM | AID 2205, 2009 | actives 0.83% (n = 200,000);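 active = plate Z-score above 3 for both tubulin-high and condensed-nucleus cell shares, with cell loss under 80%, at 10 µM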;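 note: anti alpha tubulin signal scored within the nucleus-defined area of each cell; some results filed as inactive read as strong as hits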
Yfh1-off respiration: enhancers of respiration in Yfh1-depleted yeast, dose response, Friedreich's ataxia, plus single-dose screen (AID 1465); S. cerevisiae Yfh1-off respiration, WST-1 reduction, 72 h; higher fold induction means a stronger effect; one-dose fold induction at 50 µM; EC50 in µM for titrated hits; actives 0.074% (n = 220,000);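 active = fold induction of absorbance versus untreated yeast above a set limit, then at least 30% activation at any dose in follow-up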;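 note: activators that raise dye reduction in frataxin-depleted yeast; strong numbers were not always called active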
Dynein transport: inhibitors of GR-EGFP nuclear translocation, primary screen, dynein cargo transport inhibitor project, imaging, high-content, 3617.4 mouse cells; test concentration mostly 20 µM; stimulated with dexamethasone, 1 µM; hits give low values; z-score, hits read low; actives 0.47% (n = 220,000); AID 1381, 2008;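 active = plate z-score of nuclear minus cytoplasmic receptor signal below a set negative limit, without overly bright fluorescence or cell loss, cut at about -3.5 in these data, passing the limit was not always enough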;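 note: z-score of nuclear minus cytoplasmic ring GR-EGFP intensity difference per well; some compounds called inactive have numbers as strong as hits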
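Schedule: 48 h induction, then 1 h compound, then 30 min agonist, 37 °C. Buffer or medium: tetracycline-free induction medium containing charcoal-stripped FBS. Reagent: 1.0 µM final dexamethasone stimulus. Evaluation: nuclear versus cytoplasmic GR-EGFP signal, averaged per well. Signal: high-content fluorescence imaging after fixation.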
Insulin prom up: insulin promoter activators in MIN6 cells, imaging, high-content screening, mouse beta cells; MIN6 insulin promoter-GFP reporter; hits give high values; z-score at 5 µM; actives 0.3% (n = 190,000); AID 1625, 2009;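 active = z-score above 3 at 5 µM with at least 500 cells counted in the well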
Dynein transport cytoplasmic EGFP: recorded beside Dynein transport, whose call it bears; z-score; measured here: cytoplasmic GR-EGFP intensity; hits give high values
Dynein transport nuclear GR-EGFP: also measured in Dynein transport; calls as there; z-score; measured here: nuclear GR-EGFP intensity;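 lower value marks the stronger effect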
Dynein transport cell count: recorded beside Dynein transport, whose call it bears; z-score; measured here: cell count per field
Insulin prom up cell count: recorded beside Insulin prom up, whose call it bears; cell count; measured here: cytotoxicity, nuclei count;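 total cells summed across four imaged fields per well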
bCat nuc transl cell count 5 µM: second read-out of bCat nuc transl, no call of its own (marks repeat the call); cell count; measured here: cell count, cytotoxicity flag
MT stabilizer Hoechst-high %: recorded beside MT stabilizer, whose call it bears; % Hoechst-high responders; measured here: nuclear condensation Hoechst responders;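 share of cells brighter than vehicle mean plus two SD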
MT stabilizer cytotoxicity %: further read-out of MT stabilizer, marked with its call; toxicity, %; measured here: cytotoxicity by cell density;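 0% = mean cell density of plate MIN control wells and 100% = no cells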
Autophagy HCS cell loss 18 h: second read-out of Autophagy HCS, no call of its own (marks repeat the call); toxicity, %; measured here: cell loss, nuclei count;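 cell loss after 18 h compound exposure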
* hit, by the source's call; i = inactive; . = no result given; + = active, no number.

SMILES	P. falciparum M17LAP	NOD2 inhibition	Autophagy HCS	Autophagy HCS cell loss 18 h	bCat nuc transl	bCat nuc transl cell count 5 µM	NOD1 inhibition	MT stabilizer	MT stabilizer Hoechst-high %	MT stabilizer cytotoxicity %	Yfh1-off respiration	Dynein transport	Dynein transport cytoplasmic EGFP	Dynein transport nuclear GR-EGFP	Dynein transport cell count	Insulin prom up	Insulin prom up cell count
CC(=O)Cc1nsc(NC(=O)c2ccc(-c3cccc(C(F)(F)F)c3)o2)n1	-5%	-16%	+	10*	1.7	986	-4%	4.6	1.4	5.2	i	2.2	0.13	1	-1.3	-0.1	1229
COc1ccc2c(c1)C(=O)[C@H](O)[C@@H](c1ccc(OC)c(Br)c1)O2	1%	-8%	i	12	.	.	-18%	3.4	2.2	1.0	i	0.7	-0.077	0.66	0.44	-0.47	1276
O=[N+]([O-])c1ccc2c(c1)nc1n2CCCCC1	1%	-4%	i	-10	1.8	1066	-38%	5.4	2.7	6.4	i	0.97	-0.34	0.63	-0.069	-0.31	1294
CCn1c2ccccc2c2cc(/C=N/NC(=O)c3ccncc3)ccc21	7%	17%	i	2	20	686	28%	13*	12*	31*	i	-0.069	-0.33	0.076	0.32	-0.2	1487
CCOC(=O)C(C)/C(C)=N/NC(=O)CCC(=O)Nc1cc(C)ccc1C (stereo not given)	6%	11%	i	5	0.2	1568	-27%	6.6	1.8	9.4	i	0.87	-0.26	0.27	-1.1	0.3	1400
CC(C)NC(=O)N(Cc1ccccc1)Cc1cccs1	-5%	-1%	.	.	-3.7	1154	-14%	.	.	.	i	0.19	-0.15	0.06	0.86	-0.32	1436
O=C(N/N=C/c1cccs1)C1CC(=O)N(c2ccccc2)C1 (stereo not given)	5%	2%	i	-10	7.6	1108	-22%	1.3	1.5	3.9	i	0.41	-0.2	0.2	-0.14	.	.
Cc1ccc(CNC(=S)Nc2cc(C(=O)O)ccc2C)cc1	2%	4%	i	-31	-0.5	1106	-27%	3.3	2.3	7.7	i	-1	-0.16	-0.39	1.1	.	.
COC(=O)c1[nH]c2ccccc2c1NC(=O)c1c(F)cccc1F	2%	-1%	.	.	0.7	1310	2%	.	.	.	i	-0.41	0.61	-0.066	0.83	-0.89	1117
O=C(NC(=S)Nc1nc(-c2ccccc2)cs1)c1cccnc1	1%	8%	i	-28	2.9	348	10%	2.4	1.8	4.4	i	0.4	-0.28	0.36	0.04	.	.
CCc1ccccc1NC(=O)C1CCN(C(=O)c2ccc([N+](=O)[O-])cc2)CC1	-2%	10%	i	14	-0.2	1112	-30%	2.0	1.3	0.6	i	0.21	-0.069	0.34	-1	-1.3	1400
COC(=O)c1ccc(C(=O)OC)c(NC(=S)N2CCN(C(=O)C3CCCO3)CC2)c1 (stereo not given)	-8%	5%	.	.	0.6	1275	-5%	.	.	.	i	0.64	-0.032	0.58	-2.5	-0.38	1077
CC(/C=N/Nc1ncc(C)c(=O)[nH]1)=C\c1ccccc1	9%	10%	i	1	-0.9	1135	-34%	7.1	1.4	2.3	i	-0.42	-0.37	-0.49	-0.2	0.15	1296
CCS(=O)(=O)c1ccc2oc(Nc3ccc(C(C)C)cc3)nc2c1	-10%	-2%	i	4	.	.	-42%	1.9	0.8	13	i	0.061	-0.12	0.21	0.45	-0.69	744
COc1ccccc1NC(=O)C(Cc1ccc(Cl)cc1)c1nn[nH]n1 (stereo not given)	25%	17%	i	3	.	.	-8%	1.9	1.6	3.4	i	-0.58	-0.27	-0.082	0.1	.	.
Cc1ccc(C(=O)NNC(=O)c2ccco2)cc1	16%	17%	i	8	0.0	1062	-26%	3.8	2.7	0.4	i	-0.63	-0.18	-0.58	1.3	0.34	1480
Cn1c(/C(C#N)=C2/CCCCCN2)nc2ccccc21	-1%	-12%	i	28	-2.1	1075	-23%	4.5	1.3	5.1	i	1.6	-0.16	0.92	-0.18	-0.04	1321
COC(=O)c1sccc1NC(=S)Nc1cc(C)ccc1OC	6%	-1%	i	-8	1.2	1069	-18%	2.8	3.3	7.2	i	-0.86	-0.3	0.064	0.03	-0.14	1292
Cc1ccc(S(=O)(=O)N(C)c2ccccc2C(=O)Nc2ccc3c(c2)OCCO3)cc1	8%	18%	.	.	1.4	1245	2%	.	.	.	i	0.14	-0.2	0.52	0.34	-0.64	1073
CCOc1cc(/C=N/O)ccc1OCc1ccccc1F	11%	-21%	i	-10	-1.6	969	-50%	5.5	3.2	6.3	i	-0.72	-0.3	-0.76	0.71	-1.1	1293
COc1cc(C)c(CNc2ccc(OC)c(OC)c2)cc1C	-9%	0%	i	31	-3.6	1001	-20%	5.1	2.6	14	i	2.3	-0.21	0.52	-1	-4.3	817
Cc1cccc(NC(=O)Cc2nnc(NC(=O)Nc3ccccc3F)s2)c1	5%	21%	i	15	-0.3	1497	-26%	3.3	2.3	6.8	i	0.073	-0.19	-0.54	0.67	-0.25	1401
CCSc1nnc(NC(=O)Cc2ccc(OC)cc2)s1	-4%	9%	i	-1	-1.9	1232	17%	3.6	1.0	7.2	i	-0.75	0.35	-0.95	0.51	-0.04	1467
Cc1cc(C)cc(N=c2c([N+](=O)[O-])nn(-c3ccc4c(c3)OCCO4)n2O)c1	9%	-16%	i	8	-2.4	1118	9%	3.4	2.9	3.9	i	-1.2	-0.32	-0.64	1	.	.
Cc1cc([N+](=O)[O-])nn1CC(=O)Nc1ccc(F)cc1	5%	9%	i	-1	-1.1	962	-26%	3.5	3.0	6.9	i	-0.03	-0.27	0.64	-0.4	-0.4	1656
CN(C)c1ccc(CNC2C3CC4CC(C3)CC2C4)cc1 (stereo not given)	4%	15%	i	-4	-0.3	1410	-11%	2.5	1.6	6.0	i	-0.79	-0.21	-1	1.1	-0.84	1006
CCOC(=O)CNc1c(-c2ccccc2)nc2ccc(Cl)cn12	3%	18%	i	-5	-3.2	1378	10%	2.4	1.9	1.8	i	-0.21	-0.092	0.21	0.57	0.39	1346
CCCN(CCC(=O)Nc1cc(OC)cc(OC)c1)CC1CC1	17%	13%	i	-3	-3.0	935	-8%	4.3	1.3	3.6	i	-0.9	0.096	-0.24	0.9	-0.2	1093
COc1ccc2c(c1)c(/C=N/Nc1nc3ccccc3[nH]1)c(C)n2C	-5%	-52%	.	.	7.7	975	-1%	.	.	.	i	0.27	-0.26	0.082	-0.21	-1	977
Cc1ccc(S(=O)(=O)CCc2nc3ccccc3[nH]2)cc1C	-10%	-1%	i	-3	-0.3	1101	-5%	2.1	1.3	6.8	i	0.77	-0.15	0.44	-1.4	0.03	1063
CCOc1ccccc1NC(=S)N(CCOC)C1CCN(C(C)=O)CC1	13%	13%	.	.	0.6	1269	-8%	.	.	.	i	-0.17	-0.69	0.11	-0.67	0.51	1020
COC(=O)c1cc(Br)c(=O)n(-c2ccccc2F)c1	-6%	8%	i	-5	-0.5	1361	12%	3.0	1.4	1.3	i	0.054	-0.24	-0.11	-0.2	0.07	1707
c1ccc(-c2oc3ncnc(NCCCn4ccnc4)c3c2-c2ccccc2)cc1	-9%	13%	i	13	-1.8	1423	9%	5.9	2.2	4.5	i	0.28	-0.48	0.49	0.85	-0.21	798
CCOC(=O)C1=C(N)Oc2cc(O)ccc2C1c1ccc([N+](=O)[O-])cc1 (stereo not given)	2%	-32%	i	4	-1.4	1017	68%*	3.9	3.3	6.1	i	-0.59	-0.36	-0.81	0.44	-0.57	1363
COc1ccccc1NC(=O)c1cc(C(=O)Nc2ccccc2OC)cc(N2C(=O)CCC2=O)c1	6%	5%	i	-6	-1.1	955	-12%	1.8	3.6	8.8	i	-0.25	0.02	-0.21	0.47	0.22	1365
COc1ccc(C(=O)Nc2ccc(Cl)cc2C(=O)NCCO)cc1	3%	15%	i	8	-0.8	1165	-15%	2.8	1.6	0.5	i	-1.2	-0.27	-0.52	0.66	-1	1231
COc1ccc(C2(CNC(=O)c3ccc(C)cc3)CCOCC2)cc1	7%	16%	i	-18	0.6	1474	-14%	4.2	2.9	10	i	0.62	-0.27	0.5	-0.72	-0.56	1368
CCNC(=S)NN=C1CCC(C(C)(C)C)CC1 (stereo not given)	7%	16%	i	-10	.	.	-2%	2.0	2.4	6.4	.	-0.76	0.12	-0.042	0.2	.	.
O=C(NNc1cccc(Cl)n1)c1ccc(Cl)nc1	-3%	11%	i	-1	-1.5	953	-35%	1.6	3.1	7.9	i	-0.89	-0.29	-0.79	0.83	.	.
C/C(=N\OC(=O)c1ccc(F)cc1)c1sc(-c2ccccc2)nc1C	16%	-50%	i	2	5.8	1259	-32%	2.2	1.9	0.8	i	-0.39	-0.2	-0.34	0.77	-0.38	1507
O=C(N/N=C\c1cccc(Br)c1)c1ccccc1-n1cccc1	5%	-1%	i	7	-7.4	1220	0%	1.1	1.5	2.4	i	-0.12	-0.15	-0.17	0.71	0.15	815

Bioassay records from PubChem.

A portion of the library, so the mix of outcomes need not match the whole.
